Source: PubChem BioAssay
DT40 TDP1 CPT – DT40-hTDP1 cell growth loss with CPT; hit rate 12% among 420,000; chicken DT40 Tdp1-/-;hTDP1 cells + 20 nM CPT, ATP luminescence, 48 h; Potency, µM (series often up to 46.2 µM), for the others: at the highest dose activity change, negative = growth inhibition, hits mostly inhibitors; further: nearly all actives have a fitted effect of over 55% in size
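Chicken DT40 Tdp1-/- cells complemented with human TDP1, 400 cells/well, exposed to compounds plus 20 nM camptothecin for at least 48 h at 37 C; viability read as ATP content by CellTiter-Glo luminescence.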
DT40 TDP1 no CPT – qHTS for Inhibitors of human tyrosyl-DNA phosphodiesterase 1 (TDP1): qHTS in cells in absence of CPT; DT40 Tdp1-/- hTDP1 cells, no CPT, ATP luminescence, 48 h; Potency, µM (highest dose often 46.2 µM), inactives show at the highest dose activity change, negative = growth inhibition, most hits filed as inhibitors; hit rate 15% among 420,000; AID 686978, 2013; further: nearly all actives have a fitted effect of over 55% in size
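Cells were dispensed at 400 per well, compounds added by pin tool, plates incubated ≥48 hr at 37 °C, then CellTiter-Glo added for 30 min at room temperature before luminescence reading. Line: DT40 Tdp1-/- complemented with hTDP1; camptothecin omitted.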
TDP1 inh – TDP1 (human) enzyme inhibition. Q9NUW8. recombinant TDP1, AlphaScreen DNA substrate cleavage. Potency, µM (top dose mostly 130 µM), for the others: at the highest dose activity change, negative = inhibition, hits mostly inhibitors. hit rate 0.28% among 350,000; further: nearly all actives have a fitted effect of over 40% in size
Target sequence (Q9NUW8 whole entry, looked up): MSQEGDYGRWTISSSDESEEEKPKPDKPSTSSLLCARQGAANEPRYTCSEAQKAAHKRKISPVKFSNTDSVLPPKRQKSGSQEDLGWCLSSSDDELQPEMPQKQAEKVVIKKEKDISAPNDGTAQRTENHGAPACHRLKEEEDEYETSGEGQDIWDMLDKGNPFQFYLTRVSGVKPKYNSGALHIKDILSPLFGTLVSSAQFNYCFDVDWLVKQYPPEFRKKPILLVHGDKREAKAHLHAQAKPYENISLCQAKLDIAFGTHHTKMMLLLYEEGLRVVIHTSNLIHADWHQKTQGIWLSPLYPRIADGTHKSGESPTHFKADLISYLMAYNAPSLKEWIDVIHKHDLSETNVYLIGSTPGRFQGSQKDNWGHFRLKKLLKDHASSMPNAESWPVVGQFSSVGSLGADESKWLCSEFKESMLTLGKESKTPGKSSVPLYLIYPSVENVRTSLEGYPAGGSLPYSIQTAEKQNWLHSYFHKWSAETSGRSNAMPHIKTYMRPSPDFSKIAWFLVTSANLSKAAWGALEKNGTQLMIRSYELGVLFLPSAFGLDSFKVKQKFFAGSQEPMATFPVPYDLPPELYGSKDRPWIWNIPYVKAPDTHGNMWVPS
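Recombinant human Tdp1 (E. coli-expressed, 1 nM final) preincubated with compounds 15 min at room temperature, then 5'-biotin/3'-phosphotyrosine-FITC DNA substrate (15 nM final) added for 5 min. AlphaScreen beads (10 ug/ml final) added 10 min; cleavage lowers signal.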
* marks the source's active call; other numbers are inactive results; u = inconclusive; x = not tested or not shown; [ ] = dose if it differs, or a comment. The call rests on the fitted dose curve; in most records, active means well fitted curve in the direction sought with a large enough effect; inconclusive means small, poorly fitted or top-dose-only effect, or another doubt; inactive means no such curve, though single readings can be large; an effect the other way counts as inactive or inconclusive. On the % scale 0 is the no-effect control and ±100 the full control effect; potency means the concentration at half of the fitted maximal effect.

SMILES | DT40 TDP1 CPT | DT40 TDP1 no CPT | TDP1 inh
CCOc1ccc2nc(NC(=O)CC3Oc4ccccc4NC3=O)sc2c1 (stereo not given) | -13% | u | 0%
CC(C)CCN(C(=O)c1csnn1)C(C(=O)NC1CCCC1)c1ccc(F)cc1 (stereo not given) | -16% | -29% | x
COc1cc(C(=O)Nc2ccc(NC(=O)C3CCCCC3)nc2)cc(OC)c1OC | u | 18µM* | 1%
O=C(CCN1C(=O)C2C3C=CC(C3)C2C1=O)N1CCN(c2ccc([N+](=O)[O-])cc2)CC1 (stereo not given) | u | u | 2%
CC(C)=CCc1c2c(c3occ(-c4ccc(O)c(O)c4)c(=O)c3c1O)C=CC(C)(C)O2 | 1.3µM* | 1.5µM* | 9%[56.1 µM]
O=C(Cn1cnc2c(oc3ccccc32)c1=O)N1CCCC1 | 2% | 6% | 2%
COCCN(CC(=O)Oc1ccccc1P(=O)(OC)OC)Cc1ccccc1 | 1% | -13% | x
Cc1ccc(S(=O)(=O)N2CCC(C(=O)OCc3ccc([N+](=O)[O-])cc3)CC2)cc1 | 5% | -19% | 8%
CC1CC(C)CN(C(=O)c2cc(S(=O)(=O)N3CCCCC3)ccc2Cl)C1 (stereo not given) | 16µM* | 15µM* | 0%
O=C(NCC(=O)N(c1ccccc1)C(C(=O)NC1CCCCC1)c1ccncc1)c1ccco1 (stereo not given) | -2% | -1% | 7%
Cn1cnc([N+](=O)[O-])c1SCC(O)CCl (stereo not given) | -9% | -8% | 5%
COc1ccc(CCNc2nc(N3CCCCC3)nc(N3CCCCC3)n2)cc1OC | u | 23µM* | 10%
Cc1ccccc1OC(=O)C1C(c2ccccc2)C(C(=O)O)C1c1ccccc1 (stereo not given) | 2% | -14% | 4%
O=C1/C(=C\c2ccc(-c3ccccc3[N+](=O)[O-])o2)C(c2ccccc2)=NN1c1ccccc1 | -10% | -16% | 12%
COC(=O)c1cc(NC(=O)c2cc(-c3ccc(OC)cc3)oc2C(F)(F)F)ccc1N1CCOCC1 | u | u | 6%
O=C(NCc1ccc(Cl)cc1)c1cc2c(nc3sccn32)s1 | -19% | u | 1%
S=C(Nc1ccccc1)N1CCCCC1 | 6% | -4% | 0%
COc1ccc(CCCC(=O)Nc2cc(C)ccc2OC)cc1 | -3% | 7% | -4%
COc1cc(/C=C/c2ccc3cccc([N+](=O)[O-])c3n2)ccc1OCC#N | 5.8µM* | 3.7µM* | 5%
COc1ccccc1N(CC(=O)N1CCCCC1C)S(=O)(=O)c1ccc(Cl)cc1 (stereo not given) | u | u | x
CCN(CC(=O)Nc1ccccc1C(F)(F)F)C(=O)c1cc(S(=O)(=O)N(C)C)ccc1N1CCCC1 | u | u | 2%
Brc1ccc2c(c1)CN1CCCC1=N2 | 13µM* | 21µM* | x
O=C(CSc1cn(CC(=O)N2CCCCC2)c2ccccc12)NCc1ccccc1 | u | u | 3%
O=C(CN1C(=O)NC2(CCCCC2)C1=O)NCCc1c[nH]c2ccccc12 | -15% | -16% | 6%
COc1ccc(Cc2c(-c3ccco3)nc3c(C)cc(Br)cn23)c(C)c1 | 2.9µM* | 2.3µM* | x
O=c1[nH]c(C2CCN(S(=O)(=O)c3ccccc3)CC2)nc2c1nnn2Cc1ccc2c(c1)OCCO2 | u | -11% | 3%
CC1(C(=O)c2ccccc2)C2c3c(ccc4ccccc34)OC(=O)C21C(=O)N1CCOCC1 (stereo not given) | 10% | 2% | 6%
CNc1c([N+](=O)[O-])cnn1-c1ccccn1 | 15% | 1% | -5%
CCOC(=O)c1c(C)[nH]c(C(C)=NNC(=O)Cn2nc(C)cc2C)c1C | u | -23% | 0%
CCCC(=O)NCCc1nc2ccccc2n1CCC | -14% | -29% | 4%

17 entries from above, sorted by molecular weight, ascending.
SMILES | DT40 TDP1 CPT | DT40 TDP1 no CPT | TDP1 inh
CNc1c([N+](=O)[O-])cnn1-c1ccccn1 | 15% | 1% | -5%
S=C(Nc1ccccc1)N1CCCCC1 | 6% | -4% | 0%
Brc1ccc2c(c1)CN1CCCC1=N2 | 13µM* | 21µM* | x
Cn1cnc([N+](=O)[O-])c1SCC(O)CCl (stereo not given) | -9% | -8% | 5%
CCCC(=O)NCCc1nc2ccccc2n1CCC | -14% | -29% | 4%
COc1ccc(CCCC(=O)Nc2cc(C)ccc2OC)cc1 | -3% | 7% | -4%
O=C(NCc1ccc(Cl)cc1)c1cc2c(nc3sccn32)s1 | -19% | u | 1%
CCOC(=O)c1c(C)[nH]c(C(C)=NNC(=O)Cn2nc(C)cc2C)c1C | u | -23% | 0%
O=C(CN1C(=O)NC2(CCCCC2)C1=O)NCCc1c[nH]c2ccccc12 | -15% | -16% | 6%
Cc1ccccc1OC(=O)C1C(c2ccccc2)C(C(=O)O)C1c1ccccc1 (stereo not given) | 2% | -14% | 4%
COc1ccc(Cc2c(-c3ccco3)nc3c(C)cc(Br)cn23)c(C)c1 | 2.9µM* | 2.3µM* | x
O=C(CSc1cn(CC(=O)N2CCCCC2)c2ccccc12)NCc1ccccc1 | u | u | 3%
O=C1/C(=C\c2ccc(-c3ccccc3[N+](=O)[O-])o2)C(c2ccccc2)=NN1c1ccccc1 | -10% | -16% | 12%
COc1ccccc1N(CC(=O)N1CCCCC1C)S(=O)(=O)c1ccc(Cl)cc1 (stereo not given) | u | u | x
CC1(C(=O)c2ccccc2)C2c3c(ccc4ccccc34)OC(=O)C21C(=O)N1CCOCC1 (stereo not given) | 10% | 2% | 6%
COC(=O)c1cc(NC(=O)c2cc(-c3ccc(OC)cc3)oc2C(F)(F)F)ccc1N1CCOCC1 | u | u | 6%
O=c1[nH]c(C2CCN(S(=O)(=O)c3ccccc3)CC2)nc2c1nnn2Cc1ccc2c(c1)OCCO2 | u | -11% | 3%

More entries.
SMILES | DT40 TDP1 CPT | DT40 TDP1 no CPT | TDP1 inh
O=C(c1ccccc1Nc1ccc(SC(F)F)cc1)N1CCCCC1 | -9% | u | 1%
CCOc1ccc(N(CC(=O)Nc2ccc(OC)cc2)C2=NC3CS(=O)(=O)CC3S2)cc1 (stereo not given) | 2% | -23% | x
C#CCOc1ccc(/C=N/O)cc1Cl | -1% | -11% | 1%
CCCNC(=O)c1cc(C2CCCN(S(=O)(=O)c3ccccc3)C2)on1 (stereo not given) | u | -22% | x
COc1ccccc1NC(=O)CCCn1c(=S)[nH]c2ccccc2c1=O | -12% | u | 5%
CC(C)NC(=O)Nc1ccc2c(c1)C(=O)N([C@H](C)CO)C[C@H](C)[C@@H](CN(C)C(=O)Nc1ccccc1)O2 | 3% | 4% | 0%
CCOc1ccc(NC(=O)CN(C)C(=O)c2ccc(N3CCCCCC3)c([N+](=O)[O-])c2)cc1OCC | u | 23µM* | x
O=C(O)c1cccc(N/N=C/c2sc(N3CCOCC3)nc2-c2ccccc2)c1 | 0% | 9% | 0%
Cc1c(OCC(=O)N2CCC(C(N)=O)CC2)ccc2c3c(c(=O)oc12)CCC3 | 7% | -21% | x
Oc1ccccc1/C=N/n1cnnc1 | 7% | 0% | -2%
CC(C)NC(=O)C1(C)CCN1C(=O)Cc1ccc(-c2ccccc2)cc1 (stereo not given) | 16µM* | 13µM* | x
COc1ccc(CNS(=O)(=O)c2ccc(Br)s2)cc1 | 3% | u | x
COc1ccc(Cl)cc1S(=O)(=O)N1CCN(C(=O)c2n[nH]c(=O)c3ccccc23)CC1 | 18µM* | 16µM* | 1%
Cc1ccc(OCC(=O)N/N=C/c2cn[nH]c2-c2ccc(Cl)c(Cl)c2)cc1 | u | u | 3%
CN(C)S(=O)(=O)c1ccc(-c2csc(-c3cccnc3)n2)cc1 | -3% | u | 0%
Cn1nnc2c(NCc3ccco3)ncnc21 | -21% | -18% | x
CCCC/C(O)=C1\C(=O)CC(C)(C)CC1=Nc1ccc(N)cc1 | 10% | 3% | 7%
Cc1csc(SCC(=O)NCC2Cc3cc(-c4cncnc4)ccc3O2)n1 (stereo not given) | 2% | -18% | x
COc1ccc([C@H]2/C=C\CN(C(=O)[C@H](Cc3ccccc3)NC(=O)OCC3c4ccccc4-c4ccccc43)CC(=O)N2Cc2ccc(F)cc2)cc1 | 21µM* | u | x
CCCCCOC(=O)C1=C(C)NC(=O)NC1c1ccc2c(c1)OCO2 (stereo not given) | -13% | -30% | x
O=C(Nc1ccccc1C(=O)O)c1ccc(NC(=O)C2CC2)cc1 | u | -10% | 2%
CCN1C(=O)/C(=C/c2cccs2)SC1=Nc1ccc(OC)cc1 | 7.3µM* | 4.1µM* | 4%
O=C(CSc1ncnc2sc3c(c12)CCC3)NCC1CCCO1 (stereo not given) | -5% | -2% | 3%
Nc1nc(-c2sc3nc4c(cc3c2N)CCCC4)nc(N2CCOCC2)n1 | u | u | -5%
COc1cc2nc(Nc3cccc(F)c3)nc(N)c2cc1OC | 12µM* | 5.8µM* | 0%
CSc1nc(=O)[nH]c2nc[nH]c12 | -2% | -2% | 2%
Cc1ccc(O)c(N=Cc2cc(Cc3ccccc3)cc([N+](=O)[O-])c2O)c1 | u | u | 11%
CCN1C(=O)[C@H]2[C@@H](c3ccc(-c4ccc(Cl)c(Cl)c4)cc3)N3CCCC[C@@]3(C(=O)OC)[C@H]2C1=O | 10µM* | 6.5µM* | 4%
COc1ccc(-c2cccc(NC(=O)c3ccc4c(c3)OCO4)c2)nn1 | u | u | -4%[0.505 µM]
CC(=O)Cc1nsc(NC(=O)c2ccccc2Cl)n1 | -1% | 5% | -2%
Cc1c(/C(O)=C2\C(=O)C(=O)N(CCCN(C)C)C2c2ccccc2)cnn1-c1ccccc1 (stereo not given) | -4% | 6% | -10%
O=c1oc2ccccc2c(Nc2ccc3ccccc3c2)c1[N+](=O)[O-] | 15µM* | u | 0%
O=C(COCC(=O)NCc1ccccc1)NCc1ccccc1 | 5% | -8% | 5%
CCOC(=O)C1=NOC(CN(c2ccccc2)S(=O)(=O)c2ccc(Cl)cc2)C1 (stereo not given) | 6% | 5% | -4%
COC(=O)/C(=N\OCc1ccc(C#N)cc1)c1c(C)nn(C)c1C | 6% | -2% | -3%
CCOc1ccccc1NC(=O)n1ncc2cc(Cl)ccc21 | -14% | u | 6%
Cc1ccc(S(=O)(=O)N2C[C@H]3N(C(=O)OC(C)C)N(C(=O)OC(C)C)C[C@H](OC(=O)NCc4ccccc4F)[C@@]3(O)C2)cc1 | u | 23µM* | x
COC(=O)c1ccc(NC(=O)c2ccc(C)cc2)o1 | -30% | u | 1%
CCOC(=O)c1ccc(NC(=O)c2oc3c(c2C)-c2nn(Cc4ccccc4Cl)cc2CC3)cc1 | 21µM* | 21µM* | -5%
Cc1ccc(SCCNC(=O)c2ccc(C)c(S(=O)(=O)Nc3cccc(C)c3)c2)cc1 | u | -12% | -2%
Cc1ccc(C(=O)NCc2ccc(N3CCN(C)CC3)cc2)cc1C | -12% | -19% | x
CCCC(=O)NC(C)C(c1cccs1)N1CCN(c2ccccc2)CC1 (stereo not given) | -14% | -22% | 6%
COc1ccccc1-n1c(SCC(=O)Nc2ccc(F)cc2)nc2c(c1=O)SCC2 | u | u | 8%
COc1ccc(CCNC(=O)C(=O)NCCC2CCCCN2S(=O)(=O)c2cccs2)cc1 (stereo not given) | u | u | 0%
COc1ccc(-c2[nH]c(-c3ccc(OC)c(OC)c3)nc2SCC(=O)Nc2ccccc2)cc1 | 16µM* | u | 10%
CC(=O)N1CCN(c2ccc(NC(=O)c3ccc4c(c3)OCO4)cc2)CC1 | -13% | -1% | -1%
Cc1cc(C)c(S(=O)(=O)N2CCN=C2c2ccccc2)c(C)c1 | u | 16µM* | 6%
Cc1cccc(C)c1Nc1nnc(SCC(=O)NCc2cccs2)s1 | 4% | -12% | 7%
NC(=O)C[n+]1cccc(C(=O)Nc2ccccc2)c1 | 1% | 6% | -4%
Cc1cc(C(=O)CSc2nc3ccccc3n2C)c(C)n1C | u | u | 7%
O=P(OC1CCS(=O)(=O)C1)(c1ccccc1)c1ccccc1 (stereo not given) | -6% | -6% | -1%
Cc1cc(C)n(-c2nncn2NC(=O)c2ccc(Cl)cc2O)n1 | -5% | -18% | 2%
CC(=O)N[C@H]1[C@H](Oc2ccc3c(c2)CCC2C3CC[C@]3(C)C(=O)CCC23)O[C@H](CO)[C@@H](O)[C@@H]1O (stereo not given in full) | -1% | -26% | x
Cc1nc(NC(=O)c2ccccc2)sc1C1(C)CC(c2ccccc2F)=NO1 (stereo not given) | -97% | -95% | 4%

Rows were taken by chance. Share with any hit: about 18%.
